High-throughput results: PubChem BioAssay, several laboratories
ARFGAP1 inh = rat ARFGAP1 inhibition | Q62848 | Arfgap1-stimulated ARF1 GTP hydrolysis, GDP FP detection | inhibition, % at 16.5 µM | 0.26% of 360,000 active | AID 651572;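 active = inhibition above a per-plate limit, mean inhibition of low control wells plus 3 SD, cut at about 25% in these data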;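 also: 0% = DMSO wells with enzyme and 100% = wells lacking Arfgap1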
Target sequence (Q62848 1-136 limits assumed): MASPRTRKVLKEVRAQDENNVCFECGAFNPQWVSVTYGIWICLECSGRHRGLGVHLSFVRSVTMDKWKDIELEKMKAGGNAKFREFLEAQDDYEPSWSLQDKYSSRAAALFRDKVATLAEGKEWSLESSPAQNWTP
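Assay system: Rat Arfgap1 GAP domain (His6, aa 1-136), purified enzyme | Buffer or medium: HEPES 25 mM pH 7.5, NaCl 150 mM, MgCl2, DTT | Schedule: GTP hydrolysis reaction 2 h at 25 °C | Signal: FP of antibody-bound GDP Alexa 633 tracer, ex 620/em 688 nm | Measure: Percent inhibition of Arfgap1-stimulated GTP hydrolysis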
rCAG RNA binder = r(CAG) repeat RNA binding. inhibition, % at 3 µM. AID 651821. 1.3% of 370,000 active. TO-PRO-1 dye displacement fluorescence;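 active = inhibition above the plate cutoff, the mean of all test compounds on that plate plus 3 SD, cut at about 35% in these data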;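 also: 0% = DMSO alone and 100% = 100 µM mitoxantrone as full dye displacement; higher means more dye released from RNA so lower well fluorescence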
SMARCA2 activ = activators of SMARCA2 function. MG213 cells, MMTV-luciferase reporter, dexamethasone, overnight. activation, % at 9.1 µM. 1% of 370,000 active; in the data active = activation above about 7.8%;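 also: 0% = vehicle wells and 100% = reference activator wells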
HTRA1 inhibitor = HTRA1 (human) protease inhibition; inhibition, % at 5.96 µM; recombinant HTRA1, FP-rhodamine activity-based probe, fluorescence polarization; 0.5% of 340,000 active; AID 504803; Q92743; in the data active = inhibition above about 36%;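 also: 0% = enzyme with DMSO and 100% = wells lacking enzyme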
mABHD4 FP = inhibitors of mouse ABHD4. Q8VD66. purified mABHD4, FP-Rh probe fluorescence polarization. 0.54% of 370,000 active. inhibition, % at 8.92 µM;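 active = inhibition exceeding the mean over every tested compound plus 3 SD, cut at about 30% in these data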;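 also: 0% = plate median of compound wells and 100% = S159A mutant with DMSO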
Target sequence (Q8VD66 whole entry, looked up): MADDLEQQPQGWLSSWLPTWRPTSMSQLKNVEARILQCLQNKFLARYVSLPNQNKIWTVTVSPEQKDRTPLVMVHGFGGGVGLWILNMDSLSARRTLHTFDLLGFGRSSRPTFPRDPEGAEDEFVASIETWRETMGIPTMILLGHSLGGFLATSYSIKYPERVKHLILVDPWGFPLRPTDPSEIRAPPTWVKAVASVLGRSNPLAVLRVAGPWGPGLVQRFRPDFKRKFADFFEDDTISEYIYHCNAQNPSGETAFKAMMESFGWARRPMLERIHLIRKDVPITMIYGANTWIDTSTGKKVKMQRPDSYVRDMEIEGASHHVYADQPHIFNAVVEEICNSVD
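assay system = mABHD4 protein | compound dosing = single nominal dose of 8.92 µM, 0.89% DMSO final | read-out basis = percent inhibition of probe binding, normalized to plate controls | schedule = Enzyme–compound pre-incubation 45 min, then probe 60 min, both 25 °C | detection = fluorescence polarization, excitation 525 nm, emission 598 nm, BODIPY TMR filters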
PG9 binder = PG9 antibody binding by small molecule | inhibition, % at 6.7 µM | 0.43% of 360,000 active | AID 624416 | TR-FRET gp120-PG9 antibody binding; in the data active = inhibition above about 8.5%
ASAP1 inh = inhibitors of human ASAP1 ArfGAP activity; Q9ULH1; ASAP1-stimulated ARF1 GTP hydrolysis, GDP FP detection; inhibition, % at 16.5 µM; 0.19% of 360,000 active; AID 624377; in the data active = inhibition above about 25%;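 also: 0% = vehicle with enzyme and substrate and 100% = no enzyme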
NPR1 activator = GC-A (human) enzyme activation. P16066. HEK293 GC-A cells, cGMP TR-FRET, EC30 ANP; 0% at EC30 ANP, 100% saturating ANP. activation, % at 10 µM. 0.14% of 370,000 active. AID 1671463; in the data active = activation above about 40%
NR1D1 modulator = modulators of human Rev-erb alpha DNA binding. P20393. Rev-erbα–FITC-DNA binding, fluorescence polarization, 90 min. 0.79% of 370,000 active. AID 1259318. activity, % at 10 µM;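 active = activity above about 14%, limit read from the data; passing the limit was not always enough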;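 also: 0% = DMSO wells with 35 nM protein and 100% = DMSO wells with 750 nM protein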
Target sequence (P20393 whole entry, looked up): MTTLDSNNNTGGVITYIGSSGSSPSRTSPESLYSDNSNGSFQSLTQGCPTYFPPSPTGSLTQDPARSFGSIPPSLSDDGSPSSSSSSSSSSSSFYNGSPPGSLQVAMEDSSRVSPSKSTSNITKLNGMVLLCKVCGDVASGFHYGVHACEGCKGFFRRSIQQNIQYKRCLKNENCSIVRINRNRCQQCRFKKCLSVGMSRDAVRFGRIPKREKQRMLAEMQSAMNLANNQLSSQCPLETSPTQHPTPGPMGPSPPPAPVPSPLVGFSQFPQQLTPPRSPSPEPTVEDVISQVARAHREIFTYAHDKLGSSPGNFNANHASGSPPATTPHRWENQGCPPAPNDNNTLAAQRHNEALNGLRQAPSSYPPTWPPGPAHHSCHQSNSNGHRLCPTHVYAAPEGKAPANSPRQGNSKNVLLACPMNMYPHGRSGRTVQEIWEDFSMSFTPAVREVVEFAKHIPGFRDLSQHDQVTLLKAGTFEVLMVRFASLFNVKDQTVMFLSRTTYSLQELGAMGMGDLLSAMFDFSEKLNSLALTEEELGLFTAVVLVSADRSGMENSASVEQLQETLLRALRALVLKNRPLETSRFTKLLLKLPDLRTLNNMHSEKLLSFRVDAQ
NPR2 activator = GC-B (human) receptor activation; HEK293-GC-B cells, CNP EC30, cGMP TR-FRET; 0% at EC30 CNP, 100% saturating CNP; 0.11% of 370,000 active; activation, % at 10 µM; P20594;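 active = activation at 10 µM reaching about 35% in either raw or pattern-adjusted values, limit read from the data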
* = called active by the depositor; . = not tested or not shown.

SMILES	ARFGAP1 inh	rCAG RNA binder	SMARCA2 activ	HTRA1 inhibitor	mABHD4 FP	PG9 binder	ASAP1 inh	NPR1 activator	NR1D1 modulator	NPR2 activator
N#Cc1c(C(F)(F)F)cc(-c2ccc(Cl)cc2)nc1SCC(=O)O	3	7	0	-13	0	-1.6	19	-2	-1	1
Cc1cc2cc(CN(C(=O)C3CC3)C3CCCC3)c3nnnn3c2cc1C	-3	-1	-1	-6	-2	1.0	9	1	-2	0
Nc1nc(=O)n(C2CC(O)C(CO)O2)cc1F (centres undefined)	-14	2	0	3	-5	-0.5	-7	3	-5	-2
Cc1nc2ccccn2c(=O)c1NC(=O)c1cccc2ccccc12	-7	-1	0	0	3	-1.2	4	0	-1	0
COc1ccc(C(C)NC(=S)NC2CCCCC2)cc1OC (centres undefined)	6	-3	-1	5	-1	-1.6	6	-5	-5	-11
COc1cc(Cl)c(C)cc1NC(=O)COC(=O)C(NS(=O)(=O)c1ccc(Cl)cc1)C(C)O (centres undefined)	3	2	-2	7	8	0.7	8	-4	6	-12
Cc1sc2ncnc(NCC3CCCO3)c2c1C (centres undefined)	-2	3	-2	-3	6	1.7	-5	-4	3	-7
CCOc1ccc(NC(=O)CN(C)C(=O)Cc2c[nH]c3ccccc23)cc1OCC	-5	7	-2	-4	-13	0.7	-4	-2	3	-6
CC(C)N(Cc1nccn1C)C(=O)CC1C(=O)NCCN1Cc1ccccc1C(F)(F)F (centres undefined)	-3	-6	1	0	0	0.2	-1	1	-4	0
COc1ccc(C(=O)Nc2ccccc2C(=O)Nc2ccccc2)cc1	-9	1	0	-16	-4	-0.6	-4	0	68*	-5
O=S(=O)(c1ccc2[nH]ccc2c1)N1CCCCCC1	1	3	-2	-1	3	-1.5	-4	2	6	2
COc1ccccc1CC(=O)Nc1cc(S(=O)(=O)N2CCOCC2)ccc1N1CCOCC1	-4	1	0	2	5	2.7	-3	-3	0	-3
O=C(COC(=O)CCc1nc2ccccc2n1-c1ccccc1)Nc1ccc(N2CCCCC2)cc1	8	1	-2	7	5	-2.2	7	-8	-2	-3
Cc1onc(-c2c(Cl)cccc2Cl)c1C(=O)NCCN1CCOCC1	2	0	-1	3	2	1.2	-12	2	-3	5
CCOC(=O)CN1C(=O)C(O)=C(C(C)=O)C1c1ccccc1 (centres undefined)	-2	1	0	3	2	-1.4	-8	-1	0	6
CC1(C(=O)NCc2ccccc2)CSCC(=O)N1Cc1ccco1 (centres undefined)	-3	5	3	.	0	-1.7	1	2	9	-1
Cc1ccc(Cl)c2sc(N3CCN(C(=O)c4ccco4)CC3)nc12	-6	0	-3	-32	-14	2.0	-1	-17	-4	-5
Clc1cccc(OCc2nc(-c3ccncc3)no2)c1	12	-3	2	-4	-1	-2.9	-11	1	-3	-6
CCC(OC(=O)CN1C(=O)c2ccccc2C1=O)C(=O)NC1CCCC1 (centres undefined)	1	-1	-1	6	3	-1.1	-2	0	-4	-2
COC(=O)C12C=C3CC(c4ccc(C(F)(F)F)cc4)=C3C(=O)N1Cc1[nH]c3ccccc3c1C2 (centres undefined)	.	13	1	.	-1	.	.	4	1	9
CCc1nnc(NC(=O)CSc2nnc(-c3c[nH]c4ccccc34)n2C)s1	10	1	-2	3	2	0.7	11	1	-2	-1
O=C(N/C(=C/c1ccc([N+](=O)[O-])cc1)C(=O)N1CCOCC1)c1ccco1	-9	0	0	0	7	-1.0	-4	3	-8	-1
CCOc1cc(/C=C2\CCn3c2nc2cc(Cl)ccc2c3=O)ccc1O	9	14	-3	6	-4	-2.3	-8	-5	-29	-8
O=C(NCC1CC1)c1onc(CSc2nc3ccccc3[nH]2)c1C(=O)NCC1CC1	6	-7	0	-19	8	-0.5	9	5	-3	6
CC(=O)N1CCSc2ccc(S(=O)(=O)Nc3ccccc3C)cc21	9	-1	-1	-1	2	-0.8	3	20	0	17
(list continues)
SMILES	ARFGAP1 inh	rCAG RNA binder	SMARCA2 activ	HTRA1 inhibitor	mABHD4 FP	PG9 binder	ASAP1 inh	NPR1 activator	NR1D1 modulator	NPR2 activator
O=C(NCc1ccccc1Cl)c1ccc2c(=O)n(CCCN3CCCC3=O)c(=S)[nH]c2c1	15	0	-3	-8	-2	1.3	2	4	29*	-11
CC1CCN(S(=O)(=O)c2ccc3c(c2)CCN3C(=O)CCC(=O)O)CC1	4	5	-1	8	1	-1.7	-19	-3	-1	6
COc1cnn(-c2cccc(C(F)(F)F)c2)c(=O)c1Cl	12	-2	-3	.	2	-0.3	-21	2	-2	-4
O=C(c1ccco1)N1CCN(Cc2ccccc2F)CC1	5	-6	2	-4	8	0.2	16	2	-4	-2
CCOCc1nnc(NC(=O)CCS(=O)(=O)Cc2ccccc2)s1	-8	-1	-1	5	1	-3.4	2	-2	1	-1
NC(=NCCc1ccccc1)NS(=O)(=O)c1ccccc1F	5	2	0	8	-2	2.5	-18	-6	2	-2
CS(=O)(=O)N1CC(C(=O)NN)Oc2ccc(Cl)cc21 (centres undefined)	11	4	-2	-28	-3	-2.0	6	3	-3	3
CCNC(=O)N1CCN(c2ccc(N3CCN(Cc4ccccc4)[C@H](C)C3)c(C)c2)[C@@H](C)C1	1	2	-4	.	7	-1.3	-9	2	3	5
COCCc1ncc(CN2CCCC(C(=O)Nc3cccc(-c4cccc(C)c4)c3)C2)cn1 (centres undefined)	-16	-4	-5	-4	-8	-0.3	-11	0	1	0
COc1ccc(C(=O)c2nc3c(n2O)CCCC3)cc1OC	14	-2	2	1	-2	-0.4	16	3	1	-1
COCc1nnc(NC(=O)c2ccc(NC(C)=O)cc2)s1	7	8	-4	1	-11	-2.7	-4	2	-2	-2
COc1cccc(N2CCN(CC(=O)NCc3ccccc3)CC2)c1	10	-9	-3	7	7	-2.4	3	2	6	0
CC(C(=O)N1CCN(Cc2ccc3c(c2)OCO3)CC1)c1ccc([N+](=O)[O-])cc1 (centres undefined)	-3	-6	-3	-6	3	-1.9	-3	-2	-1	1
COC(=O)c1ccc(Cn2c(CN3CCOCC3)nc3ccccc3c2=O)o1	10	-5	-3	6	-2	-1.2	-7	-2	4	2
Fc1ccccc1CSc1nc2ccccc2[nH]1	-10	-3	6	-9	-4	0.0	3	2	-3	-3
CN1CCN(CCCNc2nc3ccccc3c3nc(-c4ccccc4)nn23)CC1	7	-5	4	-2	8	-0.9	-3	7	4	-3
CCCc1c(O)nc(SCCN(CC)CC)[nH]c1=O	0	0	-2	2	2	0.3	-9	2	2	1
Cc1ccc(OCC(=O)NCc2n[nH]c(=O)c3ccccc23)cc1	-5	-2	-3	5	0	1.6	9	-4	1	-1
CC(=O)c1ccc(COC(=O)Cc2ccc([N+](=O)[O-])cc2)cc1	1	-5	-1	-1	-2	-0.6	-3	-2	6	-1
Cc1cc(OCC(=O)Nc2c(C(C)C)cccc2C(C)C)no1	-4	2	2	-4	-3	-0.2	-1	-4	-1	2
C#CCN1CC(COc2ccccc2)Oc2cccc(Oc3ccc(C(C)C)cc3)c2S1(=O)=O (centres undefined)	-8	7	-2	.	-7	0.7	1	2	-4	-4
CCn1c(COc2ccc(=O)n(-c3ccccc3)n2)n[nH]c1=S	-8	0	1	2	7	-0.9	13	3	3	2
O=C(NCc1ccccc1CN1CCCC1)c1cccc(N2CCCC2=O)c1	-1	3	-2	3	0	0.8	0	0	-2	-2
CCCCCn1c(CCNC(=O)CCC)nc2ccccc21	13	-1	0	5	-4	-2.6	7	-7	0	-10
CCOc1ccc(/C=N/NC(=S)Nc2c(C)cccc2C)cc1	4	1	-1	7	-3	-1.0	5	0	3	3

Arranged by the number under PG9 binder (low to high): 3 from the list above
SMILES	PG9 binder
COc1cccc(N2CCN(CC(=O)NCc3ccccc3)CC2)c1	-2.4
CCCc1c(O)nc(SCCN(CC)CC)[nH]c1=O	0.3
O=C(NCc1ccccc1CN1CCCC1)c1cccc(N2CCCC2=O)c1	0.8

Carrying on:
SMILES	ARFGAP1 inh	rCAG RNA binder	SMARCA2 activ	HTRA1 inhibitor	mABHD4 FP	PG9 binder	ASAP1 inh	NPR1 activator	NR1D1 modulator	NPR2 activator
Cc1cc(S(=O)(=O)N2CCCC2)ccc1OCC(=O)N1CCC(C(N)=O)CC1	-1	-1	-3	2	-5	0.0	0	1	1	-5
Cc1ccc(C(=O)N2C3C=CC(C3)C2(C(F)(F)F)C(F)(F)F)cc1 (centres undefined)	8	-1	-1	5	1	2.0	-3	3	-3	1
Cc1ccsc1C(=O)N1CCC1(C)C(=O)NCC(C)(C)C (centres undefined)	-3	1	-1	.	6	0.6	-5	-1	-7	-11
CCN(CC)S(=O)(=O)c1cc(NC(=O)C(=O)c2c(-c3ccccc3)cc3ccccn23)ccc1C	8	8	-3	-40	-3	-0.2	-5	0	6	5
Cc1c(/C=C/C(=O)c2ccc(O)cc2)cnn1C	-5	1	8.0*	0	1	-0.8	9	-2	0	-7
O=C(NCc1ccncc1)C(F)(F)C(F)(F)C(=O)NCc1ccncc1	-3	3	-1	6	2	1.2	-16	3	-3	-5
Cc1ccc(OCC(=O)NC(C)c2ccccc2)c([N+](=O)[O-])n1 (centres undefined)	11	-5	1	-2	1	-1.6	1	-1	-6	-2
CC(=O)CC1c2cc(F)ccc2C=C(c2ccsc2)N1c1ccc(C#CC2(O)CCCCC2)cc1 (centres undefined)	-11	7	-10	.	-5	-1.3	5	1	1	-5
COc1ccc([C@H]2CC(=O)C=C(c3c(C)cc(C)cc3C)C2)cc1	2	-3	-1	-42	5	1.1	2	0	1	-4
Cc1cccc(C)c1NC(=O)C(C)NCc1cccs1 (centres undefined)	-7	1	-5	2	7	0.9	-9	-2	-1	1
O=C(CSc1n[nH]c(-c2cccnc2)n1)Nc1ccccc1C(F)(F)F	-4	0	-3	1	-1	-1.2	6	-2	0	4
CCc1cccc(CC)c1NC(=O)c1cccc(N)c1	4	4	3	-3	-1	-2.5	10	-4	1	5
Clc1ccccc1CSC1=NCCN1	9	1	-1	7	3	-1.8	0	3	-1	5
CC(C)CN(C(=O)c1ccc(S(=O)(=O)N2CCOCC2)cc1)C1CCS(=O)(=O)C1 (centres undefined)	4	-3	-3	6	-7	-0.4	9	3	-5	2
Cc1cccc2cc(CN(Cc3ccc(F)cc3)C(=O)N3CCOCC3)c(=O)[nH]c12	-8	-5	2	-3	2	-2.3	3	-4	-4	2
O=C(COC(=O)c1ccc(O)cc1)NC1CCCCCCC1	-3	0	-1	-1	-2	-1.6	-11	-2	-5	-12
Cc1ccc(Cc2c(C3CCCCC3)nc3ccc(Br)cn23)cc1	-6	17	-3	.	-8	1.9	-4	-1	1	-4

4 of the compounds above, with two lines to a compound.
Each structure is followed by: ARFGAP1 inh | rCAG RNA binder | SMARCA2 activ | HTRA1 inhibitor | mABHD4 FP | PG9 binder | ASAP1 inh | NPR1 activator | NR1D1 modulator | NPR2 activator
- Fc1ccccc1CSc1nc2ccccc2[nH]1
  -10 | -3 | 6 | -9 | -4 | 0.0 | 3 | 2 | -3 | -3
- CCOCc1nnc(NC(=O)CCS(=O)(=O)Cc2ccccc2)s1
  -8 | -1 | -1 | 5 | 1 | -3.4 | 2 | -2 | 1 | -1
- COc1ccc(C(=O)Nc2ccccc2C(=O)Nc2ccccc2)cc1
  -9 | 1 | 0 | -16 | -4 | -0.6 | -4 | 0 | 68* | -5
- COC(=O)C12C=C3CC(c4ccc(C(F)(F)F)cc4)=C3C(=O)N1Cc1[nH]c3ccccc3c1C2 (centres undefined)
  . | 13 | 1 | . | -1 | . | . | 4 | 1 | 9
